Bioassay records deposited in PubChem BioAssay by National Center for Advancing Translational Sciences (NCATS).
KAT2A inh: blocks human GCN5L2 histone acetyltransferase; GCN5L2 HAT assay, ThioGlo1 CoA-SH fluorescence; Potency, µM (doses to about 58.9 µM), for inactives: top-dose activity change, negative = inhibition, usual class: inhibitors; 0.21% of 390,000 active; AID 504327
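GCN5L2 (20nM final) in 50mM HEPES, 0.1mM EDTA pH 7.5, 0.01% Tween-20 was preincubated 15 min at room temperature with compound, then given ThioGlo1 (50uM), H3(1-25) peptide (75uM) and acetyl-CoA (70uM); CoA-thiol fluorescence (Ex340/Em540) was read at 0 and 20 min.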
TDP1 cell noCPT: qHTS for Inhibitors of human tyrosyl-DNA phosphodiesterase 1 (TDP1): qHTS in cells in absence of CPT. DT40 Tdp1-/- hTDP1 cells, no CPT, ATP luminescence, 48 h. Potency, µM (doses to about 46.2 µM), for inactives: at the highest dose activity change, negative = growth inhibition, usual class: inhibitors. 15% of 420,000 active. AID 686978, 2013; also: nearly all actives have a fitted effect of over 55% in size
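No-CPT arm: Tdp1-/-;hTDP1 DT40 cells (400/well) plus compounds, incubated ≥48 hr at 37 °C. Readout CellTiter-Glo luminescence.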
TDP1 block: blocks human tyrosyl-DNA phosphodiesterase 1 | Potency, µM (titrated, usually from 130 µM), without a hit: at the highest dose activity change, negative = inhibition, most hits filed as inhibitors | 0.28% of 350,000 active | recombinant TDP1, AlphaScreen DNA substrate cleavage | Q9NUW8; also: nearly all actives have a fitted effect of over 40% in size
Target sequence (Q9NUW8 whole entry, looked up): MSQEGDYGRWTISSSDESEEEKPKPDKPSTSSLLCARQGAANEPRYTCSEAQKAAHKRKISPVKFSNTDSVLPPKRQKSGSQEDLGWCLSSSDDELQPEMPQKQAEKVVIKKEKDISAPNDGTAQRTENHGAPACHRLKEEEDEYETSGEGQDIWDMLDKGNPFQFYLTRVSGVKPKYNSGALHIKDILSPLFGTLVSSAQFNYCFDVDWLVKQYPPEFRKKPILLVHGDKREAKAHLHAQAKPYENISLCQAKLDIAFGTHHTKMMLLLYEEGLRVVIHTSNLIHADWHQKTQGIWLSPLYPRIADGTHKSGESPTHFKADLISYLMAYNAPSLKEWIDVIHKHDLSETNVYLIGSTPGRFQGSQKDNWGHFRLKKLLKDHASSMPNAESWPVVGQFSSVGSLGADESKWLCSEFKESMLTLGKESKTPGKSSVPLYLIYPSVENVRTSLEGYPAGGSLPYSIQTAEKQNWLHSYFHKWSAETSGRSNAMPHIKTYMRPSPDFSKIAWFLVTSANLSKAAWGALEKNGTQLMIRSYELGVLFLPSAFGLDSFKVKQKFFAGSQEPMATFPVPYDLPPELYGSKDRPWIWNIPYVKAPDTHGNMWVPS
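AlphaScreen read-out: signal falls as enzyme removes the 3' tyrosine-FITC from a 5'-biotinylated DNA oligo (15 nM, 5 min, RT). Enzyme was E. coli-made recombinant Tdp1 at 1 nM, exposed to compound for 15 min beforehand; beads 10 ug/ml, 10 min.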
Numbers without * were called inactive; ? = inconclusive; . = not tested or not shown; [ ] = another dose, or the depositor's remark. Calls follow the shape of the dose curve; as a rule, active = well fitted curve in the direction sought with a large enough effect; inconclusive = small, poorly fitted or top-dose-only effect, or another doubt; inactive = no such curve, though single readings can be large; an effect the other way counts as inactive or inconclusive. % is scaled to controls: 0 for no effect and ±100 for the full control effect; potency is read from the fitted curve at half-maximal effect. These rows are one share of the data; the hit share may differ from the screen's.

The first two entries as a preview:
The line under a structure holds: KAT2A inh	TDP1 cell noCPT	TDP1 block
CCOC(=O)Cc1csc(NC(=S)NC(=O)c2ccccc2)n1
→ -3.5%	-2.2%	-2.3%
CCCCCn1c(=S)[nH]c2cc(C(=O)N3CCCC3)ccc2c1=O
→ -7.8%	-10.4%	6.3%

The list itself (from the top)
The line under a structure holds: KAT2A inh	TDP1 cell noCPT	TDP1 block
CCOC(=O)Cc1csc(NC(=S)NC(=O)c2ccccc2)n1
→ -3.5%	-2.2%	-2.3%
CCCCCn1c(=S)[nH]c2cc(C(=O)N3CCCC3)ccc2c1=O
→ -7.8%	-10.4%	6.3%
CCN(CC)C(=O)c1ccc2c(c1)N(Cc1ccccc1)C(=O)CS2=O (stereo unspecified)
→ -0.2%	9.2%	1.1%
Cc1ccc(S(=O)(=O)c2c(C(=O)c3ccccc3)cnc3cc4c(cc23)OCCO4)cc1
→ ?	20.6µM*	2.7%
O=C1CSC(c2ccccc2[N+](=O)[O-])N1c1ccccc1 (stereo unspecified)
→ -18.3%	4.9%	2.4%
Cc1cccc2nc(-c3ccccc3)nc(N[C@@H](CO)c3ccccc3)c12
→ -18.3%	?	0.6%
CCC(CCC(=O)Nc1nncs1)C(=O)O (stereo unspecified)
→ 0.0%	.	3.5%
Cn1nc(-c2ccc(Cl)cc2)c2cc(C(=O)N3CCN(c4ccccn4)CC3)sc21
→ -2.0%	5.8µM*	2.6%
O=[N+]([O-])c1ccc(-c2ccc(/C=N/Nc3nc(N4CCCCC4)nc(N4CCCCC4)n3)o2)cc1
→ 1.0%	20.6µM*	3.0%
Cc1ccc(-n2ncc3c(NC4CCCCCC4)ncnc32)cc1
→ -4.0%	18.4µM*	-2.6%
Clc1ccc(/C=N/Nc2nnc(-c3ncc[nH]3)c3ccccc23)cc1
→ ?	20.6µM*	9.3%
CCCc1nc(SCc2ccccn2)c2c(=O)n(C)c(=O)n(C)c2n1
→ -4.7%	?	2.5%
C[C@H](CO)N1C[C@H](C)[C@@H](CN(C)S(=O)(=O)c2ccc(F)cc2)Oc2ccc(NS(=O)(=O)c3ccc(F)cc3)cc2C1=O
→ -7.2%	-25.5%	0.1%
O=C(NCCc1ccccc1)C1c2ccccc2C(=O)N1C1CC1 (stereo unspecified)
→ -2.3%	-8.4%	4.0%
CCCC(=O)OCC(=O)NC1CCCc2ccccc21 (stereo unspecified)
→ -5.2%	0.2%	0.0%
CS(=O)(=O)N1CCC(Oc2ccccc2C(=O)N2CCN(CC3CC3)CC2)CC1
→ -3.4%	-13.1%	2.4%
Cc1ccc(/C=N/N2C(=O)c3ccccc3NC2c2ccc(C)cc2)cc1 (stereo unspecified)
→ -12.8%	?	2.8%
CS(=O)(=O)N(CC(=O)NCCSCc1c(F)cccc1Cl)c1cccc([N+](=O)[O-])c1
→ -2.1%	-5.0%	0.0%
Cc1cc2c(cc1C)/C(=C\C(N)=O)NC(C)(C)C2
→ -1.3%	-23.3%	-1.1%
COc1cc2c(cc1OC)/C(=C/C#N)NC(C)(C)C2
→ -1.7%	-19.3%	8.4%

Some of these compounds in order of count of non-hydrogen atoms, ascending:
The line under a structure holds: KAT2A inh	TDP1 cell noCPT	TDP1 block
CCC(CCC(=O)Nc1nncs1)C(=O)O (stereo unspecified)
→ 0.0%	.	3.5%
Cc1cc2c(cc1C)/C(=C\C(N)=O)NC(C)(C)C2
→ -1.3%	-23.3%	-1.1%
COc1cc2c(cc1OC)/C(=C/C#N)NC(C)(C)C2
→ -1.7%	-19.3%	8.4%
CCCC(=O)OCC(=O)NC1CCCc2ccccc21 (stereo unspecified)
→ -5.2%	0.2%	0.0%
O=C1CSC(c2ccccc2[N+](=O)[O-])N1c1ccccc1 (stereo unspecified)
→ -18.3%	4.9%	2.4%
CCOC(=O)Cc1csc(NC(=S)NC(=O)c2ccccc2)n1
→ -3.5%	-2.2%	-2.3%
Cc1ccc(-n2ncc3c(NC4CCCCCC4)ncnc32)cc1
→ -4.0%	18.4µM*	-2.6%
CCCc1nc(SCc2ccccn2)c2c(=O)n(C)c(=O)n(C)c2n1
→ -4.7%	?	2.5%
CCN(CC)C(=O)c1ccc2c(c1)N(Cc1ccccc1)C(=O)CS2=O (stereo unspecified)
→ -0.2%	9.2%	1.1%
Cc1cccc2nc(-c3ccccc3)nc(N[C@@H](CO)c3ccccc3)c12
→ -18.3%	?	0.6%
CS(=O)(=O)N1CCC(Oc2ccccc2C(=O)N2CCN(CC3CC3)CC2)CC1
→ -3.4%	-13.1%	2.4%
CS(=O)(=O)N(CC(=O)NCCSCc1c(F)cccc1Cl)c1cccc([N+](=O)[O-])c1
→ -2.1%	-5.0%	0.0%
Cc1ccc(S(=O)(=O)c2c(C(=O)c3ccccc3)cnc3cc4c(cc23)OCCO4)cc1
→ ?	20.6µM*	2.7%
O=[N+]([O-])c1ccc(-c2ccc(/C=N/Nc3nc(N4CCCCC4)nc(N4CCCCC4)n3)o2)cc1
→ 1.0%	20.6µM*	3.0%
C[C@H](CO)N1C[C@H](C)[C@@H](CN(C)S(=O)(=O)c2ccc(F)cc2)Oc2ccc(NS(=O)(=O)c3ccc(F)cc3)cc2C1=O
→ -7.2%	-25.5%	0.1%

Next section.
The line under a structure holds: KAT2A inh	TDP1 cell noCPT	TDP1 block
Cc1cc(Cl)ccc1NC(=S)N1CCN(C(=O)C2CCCO2)CC1 (stereo unspecified)
→ 7.3%	-12.5%	-3.5%
Cc1ccc(-c2noc(CNC(=O)c3ccc(C(C)(C)C)cc3)n2)cc1
→ -10.3%	?	1.2%
COc1ccc(C(=O)OCC(=O)C(C)(C)C)cc1S(=O)(=O)N(C)CCc1cccnc1
→ 0.4%	-3.3%	.
COc1ccc(-n2c(=O)cnc3cnc(N4CCNCC4)nc32)cc1
→ -21.6%	-9.2%	.
CCOc1cc(/C=N/NC(=O)c2ccncc2)ccc1OC(=O)c1ccco1
→ -13.6%	-3.3%	-16.0%
Nc1nc(CN2CCN(c3ccccn3)CC2)nc(Nc2ccc(Cl)cc2)n1
→ -10.5%	6.51µM*	5.7%
CC(=O)c1c(C)n([O-])c2ccccc2[n+]1=O
→ -6.1%	2.1%	1.1%
COc1cc(/C=N/N2C(=O)CSC2=S)cc(Br)c1O
→ -8.1%	-10.3%	?
Cc1cc(C)cc(OCC(=O)Nc2ccc3c(c2)C(=O)c2ccccc2C3=O)c1
→ 7.3%	-1.6%	-4.6%
CCc1ccccc1S(=O)(=O)Cc1ccc(C(=O)N2CCN(c3ccccn3)CC2)o1
→ -1.7%	?	5.2%
CC(Sc1n[nH]c(N)n1)C(=O)C12CC3CC(CC(C3)C1)C2 (stereo unspecified)
→ -6.2%	-23.8%	2.5%
CN(C)CCCN(Cc1cc2cc3c(cc2[nH]c1=O)OCCO3)C(=O)NC1CCCCC1
→ -4.7%	-27.3%	3.1%
Cc1ccc(S(=O)(=O)c2nc(-c3ccccc3Cl)oc2NCCCN2CCOCC2)cc1
→ ?	25.9µM*	2.2%
CCc1nc(SCC(=O)NCC2CCCO2)c2c(=O)n(C)c(=O)n(C)c2n1 (stereo unspecified)
→ 0.3%	2.6%	5.3%
O=S(=O)(c1cccc(-c2nnc(SC(F)F)n2-c2ccccc2)c1)N1CCCCC1
→ -2.2%	16.4µM*	1.0%
OCC1NCC(O)C(O)C1O (stereo unspecified)
→ 0.8%	.	8.5%[56.1 µM]
CC(/C=N/NC(=O)CNc1n[nH]c(=O)[nH]c1=O)c1ccccc1 (stereo unspecified)
→ -14.9%	-3.2%	6.2%
COc1cccc(Oc2nc(C)nc3c2oc2ccccc23)c1
→ 3.2%	?	4.4%
CN(C)c1ccc(NC(=O)CN2CCC(NC(=O)C3CCCCC3)CC2)cc1
→ 1.2%	-17.4%	12.2%
COCCn1c(C)cc(O)c(C(c2ccc(C)cc2)N2CCCCC2)c1=O (stereo unspecified)
→ -7.4%	16.4%	-2.7%
O=C(NCCc1ccc(C(F)(F)F)cc1)C1CCC(=O)N(C2CC2)C1 (stereo unspecified)
→ 1.1%	-1.2%	4.4%
COc1ccc(SCCC(=O)NCc2ccncc2)cc1
→ ?	-23.4%	3.5%
CCOC(=O)N1CCN(C(=O)C2CCCN(S(=O)(=O)c3cc(C)ccc3OC)C2)CC1 (stereo unspecified)
→ -13.1%	-27.2%	0.0%
O=C(CSc1nc(-c2ccc(F)cc2)[nH]c1-c1ccc(F)cc1)Nc1ccc2c(c1)OCO2
→ -9.5%	23.1µM*	0.0%
CCCc1ccc(C(=O)O/N=C(\N)c2ccccn2)cc1
→ 0.2%	-29.3%	3.1%
COc1cc2c(C(=O)N3CCN(Cc4ccc5c(c4)OCO5)CC3)cn(C)c(=O)c2cc1OC
→ 0.9%	?	6.3%
O=C(NCN1CCN(CCO)CC1)c1cnccn1
→ -7.7%	-12.6%	-2.0%
Clc1ccc(CSc2snnc2-c2ccccc2)c(Cl)c1
→ 0.0%	-9.7%	-7.6%
Cc1cnc(C(=O)N2CCc3c([nH]c4ccccc34)C2c2ccc(F)cc2)cn1 (stereo unspecified)
→ -7.9%	?	8.1%
CCOC(=O)C1(Cc2cccc(OC)c2)CCN(Cc2cccn2-c2ccccn2)CC1
→ -24.7%	?	0.0%
Cc1cccc(NC(=O)CSc2nc3ccc(NC(=O)c4cccs4)cc3s2)c1
→ -6.4%	8.2µM*	-0.5%
CCN(c1cccc(C)c1)S(=O)(=O)c1nnc(NC(=O)c2ccccc2Cl)s1
→ 0.5%	?	-7.8%
Cc1ccc(SC(C)C(=O)Nc2cccnc2)cc1 (stereo unspecified)
→ 1.9%	?	4.1%
Cn1c(=O)c2c(nc(SCC(=O)NC3CCCC3)n2C)n(C)c1=O
→ -4.4%	1.7%	-3.0%
c1ccc(OCc2nn3c(Cn4cnc5ccccc54)nnc3s2)cc1
→ -0.7%	?	0.0%
O=C(NCC(c1ccco1)N1CCN(c2ccc(F)cc2)CC1)c1ccco1 (stereo unspecified)
→ -4.8%	?	.
Cc1ccc(-c2csc(NCCn3c(-c4ccncc4)nc4ccccc43)n2)cc1
→ 2.8%	23.1µM*	.
CN1CCN(c2ncc3nc(CCc4ccccc4)c(=O)n(Cc4cccs4)c3n2)CC1
→ ?	20.6µM*	.
CSc1nc(-c2cccs2)c(C#N)c(=O)[nH]1
→ -5.3%	5.6%	5.7%
CC(=O)N/N=C/c1cc(C(C)C)cc(/C=N/NC(C)=O)c1O
→ -8.7%	?	5.6%
COC(=O)N1CCC2(CC1)CCN(c1cccc(-c3ccccc3)c1)CC2
→ -5.6%	?	.
Cc1ccc(/C=C/C(=O)O)cc1S(=O)(=O)NCCCC(=O)O
→ -1.7%	-4.1%	4.1%
CCOC(=O)c1c(NC(=O)CSc2cn(CCNC(=O)c3ccccc3OC)c3ccccc23)sc2c1CCCC2
→ -10.3%	23.1µM*	8.4%
CCCCNS(=O)(=O)c1ccc(OC)c2ncccc12
→ -8.5%	-20.1%	2.3%
CC(=O)N1CCC[C@@]2(CCN(Cc3ccccc3)C2)C1
→ -8.1%	3.3%	.
COc1ccc(CCC(=O)OCC(=O)Nc2c(C)n(C)n(-c3ccccc3)c2=O)cc1
→ -5.7%	4.5%	-0.1%
O=C(O)CC(=O)Nc1ccccc1
→ -6.1%	-9.2%	0.9%
COc1ccc2c(Cl)c(C(=O)NCCCn3ccnc3)sc2c1
→ ?	-22.0%	7.6%
CCN(CC)C(=O)C(=O)c1cccn1-c1cccc(-n2cccc2C(=O)C(=O)N(CC)CC)c1C#N
→ -3.0%	?	-4.6%
Cc1ccc(NC(=S)Nc2cccc(-c3n[nH]c(=S)o3)c2)cc1
→ -6.0%	-8.8%	-3.6%
CCOC(=O)C1=C(COc2ccccc2)NC(=O)NC1c1cccc([N+](=O)[O-])c1 (stereo unspecified)
→ -23.5%	-9.5%	.
CCOC(=O)c1c(NC(=O)CCC(=O)N2CCOCC2)sc2c1CC(C)(C)OC2
→ 0.2%	-8.8%	2.0%
COc1ccccc1NC(=S)N/N=C1\CC(C)(C)Oc2ccc(O)cc21
→ -5.7%	?	11.5%
COc1cc(C(=S)N2CCOCC2)cc(OC)c1OS(=O)(=O)c1ccc(C)cc1
→ -1.2%	3.0%	3.4%
COCCOc1cnn(-c2cc(Oc3ccc(C)cc3)ncn2)c(=O)c1Cl
→ -4.4%	-24.9%	2.0%
